Source: PubChem BioAssay (IUPUI and University of Michigan)
ST2 inh = blocks human ST2 binding to IL-33; hit rate 2.3% among 78,000; Q01638; inhibition, % for hits at 17 µM; AlphaLISA ST2-Fc/biotin-IL-33 interaction, 1 h; in the data active means inhibition above about 30%; inconclusive means mostly about 10% to 28%
Target sequence (Q01638 whole entry, looked up): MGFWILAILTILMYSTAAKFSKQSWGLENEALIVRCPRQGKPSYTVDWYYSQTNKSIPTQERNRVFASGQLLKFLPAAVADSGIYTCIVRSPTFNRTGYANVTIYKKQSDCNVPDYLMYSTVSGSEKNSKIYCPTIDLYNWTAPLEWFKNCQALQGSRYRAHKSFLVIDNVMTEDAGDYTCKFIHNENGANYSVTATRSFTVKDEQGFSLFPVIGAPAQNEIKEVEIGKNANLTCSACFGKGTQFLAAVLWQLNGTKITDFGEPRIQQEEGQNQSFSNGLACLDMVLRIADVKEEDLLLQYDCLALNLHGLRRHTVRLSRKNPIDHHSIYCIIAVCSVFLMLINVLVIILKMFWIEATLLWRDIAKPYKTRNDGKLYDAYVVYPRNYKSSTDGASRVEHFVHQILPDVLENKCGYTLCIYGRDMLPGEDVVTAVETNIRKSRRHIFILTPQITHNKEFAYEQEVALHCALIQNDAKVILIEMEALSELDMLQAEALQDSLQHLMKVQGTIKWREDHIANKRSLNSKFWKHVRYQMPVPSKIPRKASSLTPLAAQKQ
An asterisk follows results filed as active; i = inactive; ? = inconclusive.

SMILES	ST2 inh
CC(C)N1CCC(N2CCCC(N(C)Cc3ccccc3)C2)CC1 (stereo not given)	i
Cc1ccc(C(=O)C(C)Sc2nc3ccccc3o2)cc1 (stereo not given)	i
CCN(CC)C(=O)CSC1=Nc2ccccc2C2=NC(c3ccccc3)C(=O)N12 (stereo not given)	i
COc1ccc(C2SCC(=O)N2C)cc1 (stereo not given)	i
CC1=C(C(=O)Nc2ccc(C)cc2C)C(c2cccc([N+](=O)[O-])c2)n2nnnc2N1 (stereo not given)	i
COc1cc(OC)cc(-c2nccn2[C@@H](C)CO)c1	i
CCC1CN(C(=O)c2ccc3cccnc3n2)CCC(=O)N1Cc1ccccc1 (stereo not given)	i
CC(C)C(C)n1nccc1NC(=O)c1ccc(-n2cnnc2)nc1 (stereo not given)	i
COC(=O)c1ccc(-n2c(C)cc(C(=O)CSc3nnc4ccccn34)c2C)cc1	i
Cn1c(C2c3[nH]c4ccccc4c3CCN2Cc2cccs2)nc2ccccc21 (stereo not given)	?
COC(=O)CN1C(c2ccc(O)cc2)Nc2ccc(Br)cc2C1c1ccccc1 (stereo not given)	?
Cc1ccc(N2CC(O)Cn3c2nc2c3c(=O)[nH]c(=O)n2C)cc1 (stereo not given)	i
O=C(Nc1cccc(N2CCCS2(=O)=O)c1)c1cccc(Br)c1	?
CCC(C)NC(=O)C1c2ccccc2C(=O)N2CCc3ccccc3C12 (stereo not given)	i
Cn1c(=O)[nH]c(=O)c2c1nc(Br)n2CCc1ccccc1	i
CC(C)OCCCNC(=O)c1ccc2c(c1)ncn2C1CCCC1	i
Cc1cccc(/C=C2\NC(=O)N(Cc3ccc(Cl)cc3)C2=O)c1	i
O=C(CN1N=NC2C(=O)N(c3ccc(Cl)cc3)C(=O)C21)Nc1cccc(Cl)c1 (stereo not given)	i
COc1ccc(NC(=O)N2Cc3[nH]cnc3C[C@H]2c2nc(-c3ccc4ccccc4c3)no2)cc1	?
O=C(CN1C(=O)/C(=C/c2ccccc2F)Sc2ccccc21)NCCN1CCOCC1	i
O=C(NCc1cccs1)c1ccc([N+](=O)[O-])cc1	i
Cn1ccc2c(-c3cncnc3)ccnc21	i
CCC(C)NC(=O)Cn1c(=O)n(-c2ccccc2)c(=O)c2sccc21 (stereo not given)	?
O=[N+]([O-])c1ccc(N2N=NC3C4CC(C5CC=CC54)C32)cc1 (stereo not given)	i
CCC(=O)N1CCc2cc(Br)cc(S(=O)(=O)CCC(=O)N3CCCCC3)c21	?
CC(=O)O[C@@H]1CC2C(C)(C)C(=O)C=C[C@]2(C)C2CC[C@]3(C)C(=CC(=O)[C@H]3c3ccoc3)[C@@]21C (stereo not given in full)	i
Cc1ncc(CN2CCN(c3nnc(C(F)(F)F)s3)CC2)[nH]1	?
COc1cc(C2Nc3ccccc3C(=O)N2c2ccccc2)cc(OC)c1OC (stereo not given)	?
COc1ccc(CN2C(=S)N(CC3CCCCC3)[C@H]3[C@@H]2[C@H]2OC(=O)[C@@H]3C[C@H]2O)cc1	i
Cc1ccc(-c2cn[nH]c2C2CCCN(C(=O)c3n[nH]c4c3CCC4)C2)cc1 (stereo not given)	i
CCC(C)NC(=O)c1cc(-c2ccc(Cl)cc2)on1 (stereo not given)	i
O=C1NC(=Nc2cccc([N+](=O)[O-])c2)SC1(CO)CO	i
O=C(Cc1ccccc1)N(c1ccccc1)c1ccccc1	i
CCc1ccccc1NC(=O)C(c1ccccc1)c1ccccc1	i
O=C(Cn1cnc2c(cnn2-c2ccccc2)c1=O)Nc1ccc(F)cc1F	i
CCCCOC(=O)Nc1cc(C)cc(C)c1	i
NC(=O)c1oc2ccccc2c1NC(=O)c1ccco1	i
O=C(C1CCCC1)N1CC[C@H](c2nc3ccc(F)cc3[nH]2)C1	i
COc1ccc(-c2cc(C(F)(F)F)nc(S(C)(=O)=O)n2)cc1	i
CC1=C(C(=O)OCCOc2ccccc2)C(c2cccc(O)c2)NC(=O)N1 (stereo not given)	i
Oc1oc(-c2ccc(Br)cc2)nc1C=Nc1ccc(Br)cn1	i
O=[N+]([O-])c1ccc(N=Cc2nc(-c3ccc(Cl)cc3)oc2O)cc1	i
O=C1N=C(N2CCCC2)S/C1=C\c1ccccc1O	i
Cc1ccc(-c2nc3sccn3c2Nc2ccc3c(c2)OCCO3)cc1	?
O=C(O)CCCC[C@@H]1CCSS1	i
Cc1ccccc1CSCCNS(=O)(=O)c1ccccc1[N+](=O)[O-]	?
Cc1[nH]nc2c1C(=O)CC(C)(C)C2	i
CC(=O)N(C1=C(NC2CCCCC2)C(=O)c2ccccc2C1=O)c1ccc(F)c(F)c1	45%*
CCCNC(=O)C1CC(=O)N(c2ccc(Cl)cc2)C1 (stereo not given)	i
CC(=O)Nc1cccc(-c2n[nH]c(Cc3ccccc3)n2)c1	i

4 consecutive records from above, quoted:
SMILES	ST2 inh
Oc1oc(-c2ccc(Br)cc2)nc1C=Nc1ccc(Br)cn1	i
O=[N+]([O-])c1ccc(N=Cc2nc(-c3ccc(Cl)cc3)oc2O)cc1	i
O=C1N=C(N2CCCC2)S/C1=C\c1ccccc1O	i
Cc1ccc(-c2nc3sccn3c2Nc2ccc3c(c2)OCCO3)cc1	?

Next records.
SMILES	ST2 inh
Cc1sc(NC(=O)c2sc3ccccc3c2Cl)c(C(N)=O)c1C	?
O=S(=O)(c1ccc(F)cc1)N1CCN(Cc2ccsc2)CC1	i
O=C(CC1SC(=O)N(c2ccccc2)C1=O)Nc1ccc(Br)cc1 (stereo not given)	i
Cc1cc(C)n(C(CC(=O)N2CCc3ccccc3C2)C(=O)O)n1 (stereo not given)	i
O=[N+]([O-])c1cccc(-c2noc([C@@H]3C[C@@H](O)CN3C3CCOCC3)n2)c1	?
Cc1ccc(-c2nc(S(=O)(=O)c3ccc(F)cc3)c(SCC(N)=O)o2)cc1	?
Cc1nc(SCC(=O)Nc2ccc(Br)cc2)c(C#N)c2c1CCCC2	i
CC(C)CCNC(=O)CN1C(=O)c2ccccc2S1(=O)=O	i
CC(CC(C)O[C@@H]1O[C@H](CO)[C@@H](O)[C@H](O)[C@H]1O)OC(=O)/C=C/c1ccc(O)cc1 (stereo not given in full)	i
Cc1cccc(C(=O)N[C@@H]2CC[C@@H](N)C2)c1O	i
Cc1ccc(C)c(CSC2=NCCN2C(=O)c2cccs2)c1	i
CCC(C)NC(=O)c1oc2ccc(S(=O)(=O)N3CCC4(CC3)OCCO4)cc2c1C (stereo not given)	i
CCCCNC(=O)c1ccc2c(c1)ncn2C1CCCC1	i
C=CCN(c1ccccc1)S(=O)(=O)c1cc(Br)cc2c1N(C(=O)C1CC1)CC2	i
CC(C)(C)n1cnc2cc(NCc3cccs3)ccc21	?
COc1ccc(N2CCCS2(=O)=O)cc1NC(=O)c1c(F)cccc1F	i
CCOc1ccc(NC(=O)C(=O)NCCN2CCN(S(=O)(=O)c3ccccc3)CC2)cc1	i
O=C(NCc1n[nH]c2c1CCCCC2)c1cn(Cc2ccccc2Cl)nn1	?
COc1ccc(Br)cc1CN1C(=O)CCC1(C)C(=O)NC1CCCCCCC1 (stereo not given)	i
CCOC(=O)C1=NN(c2ccc(Cl)cc2)C2C(=O)N(c3ccccc3OC)C(=O)C12 (stereo not given)	i

Gathered by group: the entries above containing an aryl thioether with sulfur outside any ring.
SMILES	ST2 inh
Cc1ccc(C(=O)C(C)Sc2nc3ccccc3o2)cc1 (stereo not given)	i
COC(=O)c1ccc(-n2c(C)cc(C(=O)CSc3nnc4ccccn34)c2C)cc1	i
Cc1ccc(-c2nc(S(=O)(=O)c3ccc(F)cc3)c(SCC(N)=O)o2)cc1	?
Cc1nc(SCC(=O)Nc2ccc(Br)cc2)c(C#N)c2c1CCCC2	i

Additional structures:
SMILES	ST2 inh
CC(C)OCCCNC(=O)CN1C(=O)/C(=C\c2ccc(C(F)(F)F)cc2)Sc2ccccc21	i
COc1cc(NC(=O)/C=C/c2ccccc2)c2ncccc2c1	35%*
O=c1c2ccccc2n(Cc2cc(=O)n3ccccc3n2)c(=O)n1Cc1ccccc1	i
CN1CCN(c2ncccc2CNC(=O)C2CSC(C)(C)C(=O)N2)CC1 (stereo not given)	?
CCOC(=O)C(C)(C)Sc1nc2c(c(=O)n1-c1ccc(Cl)cc1)SCC2	i
CN(Cc1ncccc1C(=O)O)C1CCN(Cc2ccccc2)C1 (stereo not given)	?
CN(C)CCNC(=O)C1(O)c2ccccc2NC(=O)N1c1c(F)cccc1F (stereo not given)	i
CC(C)N1CCN(CCn2cnc(-c3ccccc3)c2-c2ccsc2)CC1	?
COc1cc2ccc(=O)oc2c(O)c1O[C@@H]1O[C@H](CO)[C@@H](O)[C@H](O)[C@H]1O	i
Cc1ccoc1C(=O)NCC1CCN(Cc2cnn(C(C)C)c2)C1 (stereo not given)	i

Reformatted as comma-separated lines: part of the list above
compound,ST2 inh
COc1cc2ccc(=O)oc2c(O)c1O[C@@H]1O[C@H](CO)[C@@H](O)[C@H](O)[C@H]1O,i
Cc1ccoc1C(=O)NCC1CCN(Cc2cnn(C(C)C)c2)C1 (stereo not given),i

Next part
SMILES	ST2 inh
COc1ccc(CC2(C)OC(c3ccc([N+](=O)[O-])cc3)=NN2C(C)=O)cc1 (stereo not given)	49%*
Cc1ccc(CNC(=O)C(NS(=O)(=O)c2ccc3c(c2)oc(=O)n3C)C(C)C)cc1 (stereo not given)	?
O=c1[nH]c(=O)n(-c2ccc(Cl)cc2)c(O)c1C=NC(CO)(CO)CO	?
CN1CCC(N2CCCC(NC(=O)c3ccccc3N3CCCC3)C2)CC1 (stereo not given)	i
Cc1nccn1CCC(=O)NC(C)c1ccc2c(c1)CCCC2 (stereo not given)	i
COc1ccc(OCCCNC(C)c2ccccc2)cc1 (stereo not given)	?
CC(=O)NCC1=CCCN(Cc2nccn2C(C)C)C1	?
COc1ccc(-n2c3nc(=O)[nH]c(=O)c-3cc3c(Cl)cccc32)cc1	i
O=C(Nc1ccccc1-c1ccccc1NC(=O)c1ccc(F)cc1)c1ccc(F)cc1	i
COc1ccc(C2C3=C(CC(C)(C)CC3=O)NC3=C2C(=O)CC(C)(C)C3)c(OC)c1	i
Cc1ccc2c(c1)C(N1CCN(C)CC1)=Nc1cccnc1N2	i
O=C(CSc1nc2c(c(=O)n1-c1ccccc1)SCC2)N1CCC(Cc2ccccc2)CC1	i
CC(N)=NS(=O)(=O)c1ccc(Cl)cc1	i
COc1ccccc1NC(=O)C1CC=CCC1C(=O)NC1CCCCC1 (stereo not given)	?
C=CCc1ccccc1OCC(O)CN1CCN(c2ccc(OC)cc2)CC1 (stereo not given)	i
CC(=O)N1CCC(N2C[C@H](O)C[C@H]2c2nc(-c3ccc(C)c(F)c3)no2)CC1	i
COc1ccc(Nc2nc(Cl)nc(NCc3ccco3)n2)cc1	i
COC(=O)c1ccccc1C(=O)N1CC[C@@H](c2ccc(F)cc2)[C@H](O)C1	?
CCOc1ccc(-c2nc(SCC(=O)Nc3cc(F)ccc3F)n3[nH]c(=O)cc3n2)cc1	i
CN1CCN(C(=O)CCCOc2ccc(Cl)cc2Cl)CC1	i

Reprinted from the part before: 4 entries, then new ones.
SMILES	ST2 inh
COc1ccc(Nc2nc(Cl)nc(NCc3ccco3)n2)cc1	i
COC(=O)c1ccccc1C(=O)N1CC[C@@H](c2ccc(F)cc2)[C@H](O)C1	?
CCOc1ccc(-c2nc(SCC(=O)Nc3cc(F)ccc3F)n3[nH]c(=O)cc3n2)cc1	i
CN1CCN(C(=O)CCCOc2ccc(Cl)cc2Cl)CC1	i
Cc1ccc(NC(=O)CSc2ccccn2)cc1	i
O=c1/c(=C/c2cccnc2)sc2n1CN(c1cccc(C(F)(F)F)c1)CN=2	i
C[C@@H](NC(=O)C1=C[C@@H](NS(=O)(=O)c2cccs2)[C@@H](O)[C@H](O)C1)C(N)=O	i
CC[n+]1c(/C=C/C=C2/N(C)c3ccccc3C2(C)C)sc2ccccc21	?
Cc1ccc(NC(=O)c2ccccc2Sc2ccc([N+](=O)[O-])cc2)c(C)c1	i
COc1ccc(-c2nnc(SCc3nnc(-c4ccccc4)o3)n2-c2ccccc2)cc1	?
O=S1(=O)c2ccccc2NC(c2ccc(Cl)cc2Cl)N1Cc1ccccc1 (stereo not given)	i
CCc1ccc(S(=O)(=O)N2CCSC2c2cc(OC)ccc2OC)cc1 (stereo not given)	i
COC(=O)C1CCN(C(=O)c2cc3c(=O)n4cccc(C)c4nc3n2C)CC1	i
CC1CC(Nc2ccccc2)c2ccccc2N1 (stereo not given)	?
COc1ccc(Cl)cc1NC(=O)c1cn(C)c(=O)c2cc(OC)c(OC)cc12	i
O=C(CSc1nc2c(c(=O)n1-c1ccc(F)cc1)SCC2)N1CCCC1	i
CCc1nc(C)c(C(=O)NC(C)c2cn3ccsc3n2)o1 (stereo not given)	i
CCS(=O)(=O)N1CCN(c2nc(C)cc(Nc3ccc(C)cc3)n2)CC1	i
O=C(O)CCC(=O)N1CCc2cc(S(=O)(=O)NCCc3ccc(Cl)cc3)ccc21	i
CC(C)(C(N)=O)c1ccc(-c2cc(N)nc3[nH]ccc23)cc1	i
COc1cccc2sc(NC(=O)c3cc(=O)c4ccccc4o3)nc12	i
CCN1CCCC1CNC(=O)c1cc(-c2ccc(Cl)s2)nc2ccccc12 (stereo not given)	?
Cc1ccc(-c2cn[nH]c2C2CCCN(C(=O)c3ccco3)C2)cc1 (stereo not given)	i
NC(=O)[C@@H](Cc1ccccc1)NC(=O)[C@@H]1[C@@H](NC(=O)Nc2ccc(F)cc2F)CCN1C(=O)c1cnccn1	i
Cc1c(C)c(C=O)c(C)c(C)c1C=O	i
Cc1c(Cl)cccc1N1C(=O)C(N2C(=O)c3cccc([N+](=O)[O-])c3C2=O)C1c1cccs1 (stereo not given)	?
O=C(NCc1cccnc1)c1cc(=O)[nH]c2ccc(S(=O)(=O)N3CCCCC3)cc12	i
Cn1c(SCC(=O)c2ccccc2OC(F)F)nc2ccccc21	i
CCOC(=O)C1=C(c2ccccc2)NC(SCC(N)=O)=C(C#N)C1c1ccco1 (stereo not given)	i
Oc1c(Cl)cc(Br)cc1C=Nc1ccc2oc(-c3ccncc3)nc2c1	i

A portion of the library; rates above refer to the full screens.
